SENP8 block-1 – blocks the human protease SENP8; Q96LD8; purified SENP8, Z-RLRGG-aminoluciferin cleavage, luminescence; inhibition, % at 10 µM; actives 1.2% (n = 330,000); AID 2540; in the data active means inhibition above about 50%
SENP8 block-2 – inhibitors of human SENP8 protease; Q96LD8; recombinant SENP8, Nedd8 substrate fluorescence; inhibition, % at 20 µM; actives 0.64% (n = 360,000); AID 602440; in the data active means inhibition mostly above about 40%, no sharp cut-off; inactive means mostly below about 27%
Apaf-1 inh – inhibitors of human Apaf-1 apoptosome | actives 0.71% (n = 330,000) | reconstituted apoptosome caspase-3 activity, DEVD-Rh110 fluorescence | inhibition, % at 20 µM | AID 489030; active means inhibition of at least 40% at 20 µM;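 further: plate controls were DMSO wells for no effect and DEVD-CHO caspase inhibitor wells for full effect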
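System – cell-free apoptosome with Apaf-1, procaspase-3 and caspase-9 · Buffer or medium – pH 7.5 Hepes buffer with CHAPS, BSA, DTT · Also added – cytochrome c with DEVD-Rh110 · Times – 30 min compound preincubation, 50 min activation, room temperature · Technique – Rh110 fluorescence intensity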
HKDC1 inhibitor – HKDC1 (human) hexokinase inhibition; Q2TB90; recombinant HKDC1, G6PDH/diaphorase resazurin coupled fluorescence; inhibition, % at 20 µM; actives 0.16% (n = 340,000); AID 493160;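 active means inhibition above about 35% when tested at 20 µM, limit read from the data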;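 further: plate controls were DMSO wells with enzyme for no effect and DMSO wells lacking enzyme for full effect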
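Assay system: recombinant HKDC1 hexokinase; detection: coupled resazurin fluorescence, excitation 525 nm, emission 613 nm; benchmarks: DMSO-plus-enzyme-mix negative control, buffer-substituted positive control; compound dosing: single 20 µM dose; schedule: 90 min at room temperature in dark; also added: glucose plus 1 mM ATP as hexokinase substrates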
PfGluPho inh – PfG6PD (Plasmodium falciparum) enzyme inhibition; PfGluPho enzyme, NADPH resazurin-diaphorase fluorescence; inhibition, % at 20 µM; actives 0.78% (n = 350,000); AID 504690;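 active means inhibition reaching at least a set limit at 20 µM in the primary screen, cut at about 59% in these data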;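 further: 0% = DMSO wells with substrate and 100% = DMSO wells lacking glucose-6-phosphate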
SENP6 block – blocks the human protease SENP6. Recombinant SENP6 catalytic domain, aminoluciferin luminescence. inhibition, % at 10 µM. actives 1.8% (n = 330,000);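 active means inhibition above about 50% at the single tested dose, limit read from the data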;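 further: plate controls were DMSO wells with enzyme for no effect and DMSO wells lacking enzyme for full effect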
Target sequence (Q9GZR1 628-1112 limits assumed): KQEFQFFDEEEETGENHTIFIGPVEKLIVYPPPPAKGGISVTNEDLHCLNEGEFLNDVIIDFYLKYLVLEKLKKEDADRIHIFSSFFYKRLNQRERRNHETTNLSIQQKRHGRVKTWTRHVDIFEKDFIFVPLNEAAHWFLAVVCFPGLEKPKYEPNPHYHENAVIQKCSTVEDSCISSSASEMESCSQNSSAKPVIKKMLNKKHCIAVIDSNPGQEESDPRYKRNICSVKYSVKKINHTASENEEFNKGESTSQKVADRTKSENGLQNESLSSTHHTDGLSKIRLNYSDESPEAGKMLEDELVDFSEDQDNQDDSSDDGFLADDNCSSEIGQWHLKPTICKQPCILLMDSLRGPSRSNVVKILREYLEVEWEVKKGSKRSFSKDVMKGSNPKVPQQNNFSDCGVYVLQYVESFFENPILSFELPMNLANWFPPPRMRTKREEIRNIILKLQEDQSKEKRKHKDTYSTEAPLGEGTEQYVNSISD
SENP7 block – inhibitors of human SENP7 protease; Q9BQF6; recombinant SENP7, Z-RLRGG-aminoluciferin luminescence, 40 min; inhibition, % at 5 µM; actives 1.5% (n = 330,000); AID 434973;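 active means inhibition above about 50% at the single test dose, limit read from the data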;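 further: plate controls were DMSO with enzyme for no effect and no enzyme buffer wells for full effect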
Target sequence (Q9BQF6 706-1050 limits assumed): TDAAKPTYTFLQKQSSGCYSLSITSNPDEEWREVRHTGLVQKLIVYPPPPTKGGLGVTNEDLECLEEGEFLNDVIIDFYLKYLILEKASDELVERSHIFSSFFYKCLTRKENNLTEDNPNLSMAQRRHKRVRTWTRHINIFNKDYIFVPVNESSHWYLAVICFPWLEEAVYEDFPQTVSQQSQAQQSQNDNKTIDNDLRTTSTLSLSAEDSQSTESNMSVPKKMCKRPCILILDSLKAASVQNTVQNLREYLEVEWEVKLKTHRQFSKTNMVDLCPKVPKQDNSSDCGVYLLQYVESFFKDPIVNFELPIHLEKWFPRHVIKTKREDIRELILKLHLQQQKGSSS
SENP1 inh – SENP1 (human) catalytic domain inhibition; recombinant SENP1 catalytic domain, CyPet-SUMO1-YPet FRET cleavage; inhibition, % at 10 µM; actives 0.21% (n = 360,000); AID 624204;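 active means inhibition at least 30% at 10 µM, raw YFP signal under a set limit, fluorescence ratio 0.5 to 1.5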;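 further: 0% = enzyme with DMSO and 100% = no enzyme wells; some results filed as inactive read as strong as hits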
Target sequence (Q9P0U3 419-644 limits assumed): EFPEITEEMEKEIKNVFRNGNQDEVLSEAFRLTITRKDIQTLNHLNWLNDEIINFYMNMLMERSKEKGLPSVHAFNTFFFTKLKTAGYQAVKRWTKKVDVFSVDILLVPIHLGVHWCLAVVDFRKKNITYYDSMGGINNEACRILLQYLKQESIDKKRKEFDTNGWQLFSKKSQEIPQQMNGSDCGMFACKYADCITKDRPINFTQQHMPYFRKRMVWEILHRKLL
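Test system: hSENP1 catalytic domain, recombinant; Amount: 20 pM final SENP1 enzyme; Medium: Tris pH 8 buffer plus EDTA, NaCl, BME, BSA, NP40, catalase; Schedule: 50 min enzyme reaction, room temperature, light-protected; Technique: FRET fluorescence in CFP and YFP emission channels; Controls: no-enzyme wells low, DMSO-plus-enzyme wells high control.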
* = called active by the depositor; i = inactive; x = no result given.

Abbreviations – A = SENP8 block-1; B = SENP8 block-2; C = Apaf-1 inh; D = HKDC1 inhibitor; E = PfGluPho inh; F = SENP6 block; G = SENP7 block; H = SENP1 inh
CC(=O)Nc1ccc2c(c1)nc1n2CCN(C(C)c2ccccc2)C1 (stereo not drawn)
  A: 9	B: -436	C: -16	D: -1	E: 5	F: 0	G: 1	H: -32

COc1ccc(-c2ccc3c(c2)S(=O)(=O)c2cccc(C(=O)N4CCN(c5c(Cl)cncc5Cl)CC4)c2C3=O)cc1OC
  A: 5	B: -11	C: 21	D: -3	E: 11	F: -5	G: -1	H: 51*

COc1ccc2nc(-n3c(O)c(C4=c5ccccc5=NC4=O)[nH]c3=S)sc2c1
  A: x	B: 29	C: x	D: 26	E: -13	F: x	G: x	H: -1

O=C(c1ccco1)N1C2C=CC(C2)C1(C(F)(F)F)C(F)(F)F (stereo not drawn)
  A: 0	B: 28	C: -18	D: 0	E: -2	F: -12	G: -3	H: 1

CN1C[C@@H]2[C@@H]3C(=O)N(Cc4ccccc4)C(=O)[C@@H]3[C@](C)(C1=O)N2C(=O)c1ccc(Br)cc1
  A: x	B: 12	C: x	D: -1	E: 5	F: x	G: x	H: 0

CN1CCN(c2nc(-c3cccs3)nc3ccccc23)CC1
  A: -1	B: -77	C: 10	D: -6	E: -4	F: -8	G: -8	H: -3

O=C(COc1ccccc1Cl)Nc1nnc(S(=O)(=O)N2CCCCCC2)s1
  A: -14	B: -9	C: 18	D: 0	E: -46	F: -8	G: -14	H: -2

O=S(=O)(c1ccc(Br)cc1F)N1CC[C@H](O)C1
  A: x	B: 7	C: x	D: -1	E: -1	F: x	G: x	H: -1

O=C(O)CN1C(=O)/C(=C2\SC(=S)N(C(Cc3ccccc3)C(=O)O)C2=O)c2ccccc21 (stereo not drawn)
  A: 1	B: 13	C: 9	D: 8	E: -20	F: 0	G: -3	H: 2

O=S(=O)(NC1CCCCCCC1)c1ccccc1F
  A: 5	B: 15	C: 0	D: -2	E: 2	F: 1	G: -5	H: 0

Going on with the list:
Abbreviations – A = SENP8 block-1; B = SENP8 block-2; C = Apaf-1 inh; D = HKDC1 inhibitor; E = PfGluPho inh; F = SENP6 block; G = SENP7 block; H = SENP1 inh
CC(=O)N1CCC2(CC1)C(C#N)=C(N)Oc1n[nH]c(C(F)(F)F)c12
  A: 0	B: -12	C: 8	D: 3	E: -15	F: -4	G: 8	H: -18

CC(C)(C)C1CCc2onc(C(=O)Nc3cnn(Cc4ccc(F)cc4)c3)c2C1 (stereo not drawn)
  A: -1	B: 12	C: 9	D: -10	E: 4	F: -9	G: -1	H: 2

N#Cc1c(N2CCOCC2)nsc1-c1ccc(C(F)(F)F)cc1
  A: -10	B: 0	C: 0	D: 6	E: 5	F: -7	G: -4	H: 1

CN1CCN(c2ccc(Cl)cc2NC(=O)c2ccc(S(=O)(=O)N(C)C)cc2)CC1
  A: -4	B: 15	C: -7	D: -3	E: -12	F: 20	G: 5	H: 1

O=C(Nc1ccccc1N1CCCC1)c1cccc(F)c1
  A: 4	B: 10	C: -9	D: -3	E: -12	F: 21	G: 1	H: 0

Cc1ccc(C(=O)NC2CCCC2)s1
  A: 1	B: -1	C: -3	D: -5	E: 10	F: -5	G: 0	H: -1

COc1cc(/C=C/C(=O)OCC(=O)NCCC2=CCCCC2)ccc1O
  A: 1	B: -256	C: 8	D: -1	E: -12	F: -17	G: 5	H: -55

COc1ccc(N(C(=O)c2ccc(Br)o2)C2C=CS(=O)(=O)C2)c(OC)c1 (stereo not drawn)
  A: -6	B: 21	C: 2	D: 1	E: 3	F: -6	G: -12	H: 4

CC(CCc1ccccc1)NC(=O)CSc1nc(N)cc(N)n1 (stereo not drawn)
  A: -4	B: 7	C: 12	D: -1	E: -4	F: -14	G: 5	H: -13

O=C(CSc1nn(-c2ccc(F)cc2)c(=S)s1)NC1CCS(=O)(=O)C1 (stereo not drawn)
  A: 4	B: 16	C: -4	D: 9	E: -17	F: -6	G: 0	H: 0

Following part.
Abbreviations – A = SENP8 block-1; B = SENP8 block-2; C = Apaf-1 inh; D = HKDC1 inhibitor; E = PfGluPho inh; F = SENP6 block; G = SENP7 block; H = SENP1 inh
CN1CCN(c2ccc(NC(=O)c3sc4ccccc4c3Cl)cc2)CC1
  A: -7	B: 16	C: 9	D: 6	E: -8	F: 15	G: -8	H: -52

COc1ccc(C(=O)N(CCCO)C(C)C(=O)NC2CCCCC2)cc1OC (stereo not drawn)
  A: 1	B: 14	C: -6	D: 10	E: 4	F: -10	G: -5	H: 1

CC1(C)CC(=O)C2=C(C1)Oc1ncn3nc(-c4cccnc4)nc3c1C2c1ccccc1 (stereo not drawn)
  A: x	B: 4	C: x	D: -6	E: -16	F: x	G: x	H: 0

Cc1ccc(-c2nnn(CC(=O)N(CCN3CCOCC3)C(C(=O)NC3CCCC3)c3ccncc3)n2)o1 (stereo not drawn)
  A: 10	B: 13	C: -20	D: -4	E: 11	F: 13	G: -1	H: -1

CCCn1c(S(=O)(=O)O)nc2ccccc21
  A: -8	B: 15	C: -7	D: -7	E: 6	F: -7	G: -1	H: 0

Cc1ccccc1-n1c(O)c(/C=C/C=Nc2ccccc2)c(=O)[nH]c1=O
  A: -5	B: 14	C: -1	D: -6	E: 10	F: 5	G: 3	H: -26

CC(=O)Nc1ccc(NC(=O)CN(c2cccc(C)c2)S(C)(=O)=O)cc1
  A: 0	B: 12	C: -14	D: -16	E: -7	F: -8	G: -3	H: 0

C/C(=C\COc1ccc2ccc(=O)oc2c1)CC[C@@H](O)C(C)(C)O
  A: 0	B: i	C: 1	D: -5	E: -6	F: -5	G: 10	H: -6

O=C1c2ccccc2-c2onc3ccc(NCc4ccco4)c1c23
  A: 24	B: 100*	C: 69*	D: 23	E: 74*	F: 64*	G: -5	H: 85

COc1ccc(C(=O)/C=C/c2ccc(OC3CSC3)cc2)cc1OC
  A: -13	B: -10	C: 15	D: -6	E: 8	F: -17	G: -12	H: -3

Next structures:
Abbreviations – A = SENP8 block-1; B = SENP8 block-2; C = Apaf-1 inh; D = HKDC1 inhibitor; E = PfGluPho inh; F = SENP6 block; G = SENP7 block; H = SENP1 inh
O=C(COc1ccc(Br)cc1Br)NC1CCS(=O)(=O)C1 (stereo not drawn)
  A: -6	B: -1	C: 7	D: -4	E: -5	F: -8	G: 3	H: -1

COc1ccc(C)cc1-n1c(SCC(=O)Nc2cc(C)on2)nc2ccccc2c1=O
  A: -1	B: 23	C: -3	D: -3	E: 11	F: 8	G: 2	H: 3

O=C(NCc1nnnn1-c1ccc(F)c(F)c1)c1ccc(S(=O)(=O)N2CCOCC2)cc1
  A: -8	B: 8	C: 1	D: -5	E: 4	F: -8	G: 8	H: 1

Cc1cccn2c(=O)c3cc(C(=O)NCC(C)C)sc3nc12
  A: -11	B: -266	C: 4	D: 2	E: 25	F: -3	G: -4	H: -28

CC(=O)c1c(C)oc2ccc(N(C(C)=O)S(=O)(=O)c3ccc(Cl)c([N+](=O)[O-])c3)cc12
  A: -10	B: 21	C: 18	D: 21	E: 12	F: -1	G: 16	H: 4

Cc1ccc(S(=O)(=O)NCC2CCC(C(=O)NCCCOC(C)C)CC2)cc1 (stereo not drawn)
  A: -4	B: x	C: -10	D: x	E: x	F: 7	G: 8	H: x

O=C(c1cccnc1)N1CCN(C(=O)c2ccccc2F)CC1
  A: -1	B: 22	C: -2	D: -4	E: -4	F: -7	G: 4	H: 2

Cc1c(N2C(=O)C3C4C=CC(C5CC45)C3C2=O)c(=O)n(-c2ccccc2)n1C (stereo not drawn)
  A: -4	B: 12	C: -8	D: -9	E: -3	F: -11	G: -2	H: 0

COc1cc(C)c(C#N)c(OC)n1
  A: -1	B: 27	C: 6	D: -3	E: -5	F: -10	G: 6	H: -1

CSCCC(NS(=O)(=O)c1ccc(C)cc1)C(=O)N1CCN(C(c2ccccc2)c2ccccc2)CC1 (stereo not drawn)
  A: -5	B: 11	C: 22	D: 3	E: 18	F: -9	G: 0	H: -3

3 of the entries above in order of the SENP7 block value, smallest number first:
| canonical_smiles | SENP7 block |
| --- | --- |
| Cc1cccn2c(=O)c3cc(C(=O)NCC(C)C)sc3nc12 | -4 |
| CSCCC(NS(=O)(=O)c1ccc(C)cc1)C(=O)N1CCN(C(c2ccccc2)c2ccccc2)CC1 (stereo not drawn) | 0 |
| Cc1ccc(S(=O)(=O)NCC2CCC(C(=O)NCCCOC(C)C)CC2)cc1 (stereo not drawn) | 8 |

Compound profiles, from the list above. Order of screens: SENP8 block-1	SENP8 block-2	Apaf-1 inh	HKDC1 inhibitor	PfGluPho inh	SENP6 block	SENP7 block	SENP1 inh
Cc1c(N2C(=O)C3C4C=CC(C5CC45)C3C2=O)c(=O)n(-c2ccccc2)n1C (stereo not drawn) is entered as -4	12	-8	-9	-3	-11	-2	0
Cc1cccn2c(=O)c3cc(C(=O)NCC(C)C)sc3nc12 is entered as -11	-266	4	2	25	-3	-4	-28
COc1ccc(C)cc1-n1c(SCC(=O)Nc2cc(C)on2)nc2ccccc2c1=O is entered as -1	23	-3	-3	11	8	2	3
O=C(NCc1nnnn1-c1ccc(F)c(F)c1)c1ccc(S(=O)(=O)N2CCOCC2)cc1 is entered as -8	8	1	-5	4	-8	8	1
Cc1ccc(S(=O)(=O)NCC2CCC(C(=O)NCCCOC(C)C)CC2)cc1 (stereo not drawn) is entered as -4	x	-10	x	x	7	8	x

The list continues:
Abbreviations – A = SENP8 block-1; B = SENP8 block-2; C = Apaf-1 inh; D = HKDC1 inhibitor; E = PfGluPho inh; F = SENP6 block; G = SENP7 block; H = SENP1 inh
Cc1cc(NC(=O)c2c(C)noc2C)no1
  A: 1	B: 8	C: -11	D: -4	E: -7	F: -11	G: -2	H: 2

Cc1nn(-c2ccccc2)c(C)c1/C=N/NC(=O)CSc1nnc(-c2ccccc2)n1-c1ccc(Cl)cc1
  A: 1	B: 8	C: 20	D: 5	E: -25	F: -15	G: 4	H: 1

CCOC(=O)c1c(-c2ccc(C)s2)csc1N
  A: -7	B: -1	C: 6	D: -32	E: 55	F: -18	G: -14	H: -10

CC(C)CCNC(=O)C(=O)NCCC1=CCCCC1
  A: 1	B: 25	C: 12	D: 4	E: -1	F: 12	G: 6	H: 1

O=C(O)C(=O)/C(=C\c1ccccc1)c1ccc2ccccc2n1
  A: -2	B: -408	C: -2	D: 4	E: -10	F: 0	G: -5	H: -20

CC(=O)Nc1ccc(S(=O)(=O)N2CCC(C(=O)c3ccc(F)cc3)CC2)cc1
  A: -10	B: 9	C: 10	D: 5	E: -10	F: -14	G: 0	H: 2

COc1ccc(N=C2C=CC(=O)O2)cc1
  A: x	B: 6	C: x	D: -1	E: 8	F: x	G: x	H: 3

Cn1nccc1C(=O)N1CCN(c2cccc(C(F)(F)F)c2)CC1
  A: -1	B: 3	C: 8	D: -3	E: 1	F: -8	G: 4	H: 1

Cc1c(C)c2ccc(OCC(=O)N3CC[C@@]4(O)CCCC[C@H]4C3)cc2oc1=O
  A: -5	B: -213	C: -3	D: 0	E: 4	F: -14	G: 7	H: 2

COc1cc(Cn2nnc3ccccc32)ccc1O
  A: -7	B: 15	C: -14	D: 0	E: 5	F: 5	G: 0	H: 0

O=C(COC(=O)C1(c2ccc(F)cc2)CCCC1)NCc1ccco1
  A: -12	B: 7	C: 7	D: -2	E: -1	F: -5	G: -8	H: -3

CSc1ccc(CNCCCN(C)C)cc1
  A: -5	B: 8	C: -6	D: -5	E: -1	F: -12	G: 1	H: 3

Assay outcomes deposited in PubChem BioAssay by Sanford-Burnham Center for Chemical Genomics.
